Screens as filed in PubChem BioAssay.
VP16 counter = Gal4-VP16 reporter inhibition counter-screen | Drosophila S2 Gal4-VP16 UAS-luciferase, luminescence, 20 h | Potency, µM (series often up to 53.6 µM), inactives show at the top dose activity, negative = inhibition, most hits filed as inhibitors | hit rate 3.5% among 310,000 | AID 2546;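 note: Gal4-VP16 expression switched on by copper sulfate through the metallothionein promoter; potency is the fitted concentration of half-maximal effect; % is set by controls: 0 for no effect and ±100 for the full control effect; nearly all actives have a fitted effect of over 50% in size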
FLuc modulator = counter-screen for miR-21 project: firefly luciferase inhibitors or activators. Potency, µM (top dose mostly 57.5 µM), without a hit: top-dose activity change, negative = inhibition, usual class: inhibitors. hit rate 6.9% among 360,000. P08659. purified FLuc, Km substrates, luminescence inhibition;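 note: potency is the fitted concentration of half-maximal effect; plate controls were vehicle for no effect and reference inhibitor for full effect; nearly all actives have a fitted effect of over 55% in size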
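Biochemical qHTS of compounds, final roughly 60 µM downward over six points, against 10 nM purified firefly luciferase using Km concentrations of substrates (10 uM D-luciferin, 10 uM ATP) in Tris acetate pH 7.5 buffer; luminescence output.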
RORg inh = ROR gamma (mouse) transcription inhibition; hit rate 5.4% among 310,000; Drosophila S2 Gal4-RORgamma UAS-luciferase reporter, 20 h; Potency, µM (top dose mostly 53.6 µM), inactives show at the top dose activity change, negative = inhibition, actives largely listed as inhibitors; P51450; note: potency is the fitted concentration of half-maximal effect; % is set by controls: 0 for no effect and ±100 for the full control effect; nearly all actives have a fitted effect of over 60% in size
Target sequence (P51450 whole entry, looked up, the tested form may be a part): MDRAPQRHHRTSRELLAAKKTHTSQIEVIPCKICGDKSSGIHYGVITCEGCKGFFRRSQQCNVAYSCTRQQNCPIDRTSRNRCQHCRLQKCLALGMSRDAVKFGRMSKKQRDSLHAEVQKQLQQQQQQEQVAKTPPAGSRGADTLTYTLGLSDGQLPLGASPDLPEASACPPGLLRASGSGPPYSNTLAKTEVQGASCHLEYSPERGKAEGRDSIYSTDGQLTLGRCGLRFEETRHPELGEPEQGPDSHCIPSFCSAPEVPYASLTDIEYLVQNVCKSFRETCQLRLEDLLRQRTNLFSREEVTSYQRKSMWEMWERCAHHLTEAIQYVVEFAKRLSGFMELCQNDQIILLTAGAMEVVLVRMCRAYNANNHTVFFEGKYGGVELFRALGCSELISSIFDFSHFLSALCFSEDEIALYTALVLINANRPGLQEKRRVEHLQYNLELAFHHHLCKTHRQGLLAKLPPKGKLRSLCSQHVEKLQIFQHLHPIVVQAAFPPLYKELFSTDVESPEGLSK
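Stable Schneider cell line, Gal4 DNA-binding domain fused to ROR gamma, UAS-luciferase. Cmpd 1 hr RT → CuSO4 700 uM final → 20 hr RT → luciferase reagent 10 min → luminescence.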
Rab9 promoter act = activates the Rab9 promoter. hit rate 2.8% among 320,000. AID 485297. Huh7 Rab9 promoter-luciferase reporter, luminescence, 24 h. Potency, µM (titrated, usually from 9.22 µM), for the others: at the top dose activation, negative = inhibition, hits mostly activators; note: potency is the fitted concentration of half-maximal effect; % of control where 0% means no effect; nearly all actives have a fitted effect of over 60% in size
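Measured in stably transfected Huh7 cells bearing a Rab9 promoter–luciferase construct: 24 h compound treatment at 37 °C, followed by luminescence detection.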
BRCA1 expr act = increases BRCA1 expression; MCF7-BRCA1-FFLuc reporter, luminescence, 48 h; response scale: scaled: vehicle 0%, 10 µM genistein 100%; Potency, µM (doses to about 46.1 µM), without a hit: at the highest dose activation, most hits filed as activators; hit rate 1.1% among 380,000; AID 624202; note: potency is the fitted concentration of half-maximal effect; nearly all actives have a fitted effect of over 80% in size; some results filed as inactive show a strong effect at the top dose
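Reporter cells (MCF7, BRCA1 promoter-firefly luciferase) received library compounds across a concentration series for 48 h. End-point luminescence was measured and concentration-effect curves derived after normalization.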
Tb PFK block = inhibitors of T. brucei phosphofructokinase; hit rate 0.17% among 330,000; O15648; Potency, µM (top dose mostly 57.5 µM), for the others: at the highest dose activity, negative = inhibition, hits mostly inhibitors; T. brucei PFK, ADP-Glo luminescence;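 note: potency is the fitted concentration of half-maximal effect; 0% = uninhibited 1x PFK enzyme wells and -100% = no-enzyme wells; nearly all actives have a fitted effect of over 60% in size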
Target sequence (O15648 whole entry, looked up): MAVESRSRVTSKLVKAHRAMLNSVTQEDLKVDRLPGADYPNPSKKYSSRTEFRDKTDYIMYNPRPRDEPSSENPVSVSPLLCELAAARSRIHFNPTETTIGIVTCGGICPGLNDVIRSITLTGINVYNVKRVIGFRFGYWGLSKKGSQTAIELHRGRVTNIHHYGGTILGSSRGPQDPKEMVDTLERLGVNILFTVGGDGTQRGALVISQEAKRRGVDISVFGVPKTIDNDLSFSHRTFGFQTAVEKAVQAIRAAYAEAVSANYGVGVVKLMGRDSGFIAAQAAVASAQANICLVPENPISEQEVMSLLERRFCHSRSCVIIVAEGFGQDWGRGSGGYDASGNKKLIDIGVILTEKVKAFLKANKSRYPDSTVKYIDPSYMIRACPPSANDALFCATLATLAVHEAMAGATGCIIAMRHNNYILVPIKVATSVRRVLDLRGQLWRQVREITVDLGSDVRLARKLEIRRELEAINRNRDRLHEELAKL
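Luminescent ADP detection (ADP-Glo, two-step: ATP depletion then ADP-to-ATP conversion for luciferase) reported PFK activity after 45 min room-temperature reaction of 1.25 nM enzyme with 0.5 mM F6P and 0.1 mM ATP at pH 8.0.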
NPC1 promoter act = NPC1 promoter activation | hit rate 2.4% among 320,000 | AID 485313 | Huh7 NPC1 promoter luciferase reporter, 24 h | Potency, µM (doses to about 9.22 µM), for inactives: at the highest dose activation, usual class: activators;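 note: potency is the fitted concentration of half-maximal effect; % of control where 0% means no effect; nearly all actives have a fitted effect of over 60% in size; reporter is driven by a mutant NPC1 promoter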
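Huh7 reporter cells (NPC1 promoter driving luciferase) are dosed with compound for 24 h at 37 °C, 5% CO2; luciferase detection reagent is then added and luminescence measured after 10 min at ambient temperature.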
p53 reactivator = mutant p53 re-activation in reporter cells; H1299 p53-A138V BP100-luciferase reporter, luminescence, 24 h; Potency, µM (highest dose often 92.2 µM), without a hit: top-dose activity change, positive = activation, hits mostly activators; hit rate 0.063% among 320,000; AID 504706; note: potency is the fitted concentration of half-maximal effect; % of control where 0% means no effect; nearly all actives have a fitted effect of over 45% in size
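p53-null H1299 cells stably carrying temperature-sensitive p53-A138V and a BP100-luciferase reporter were pinned with compounds (4-point, 1:5 series) and held 24 hrs at 37 deg C. Luminescence was read 10 min after detection reagent.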
ELG1 repair inh = inhibitors of ELG1-dependent DNA repair in HEK293T cells; HEK293T ELG1-luciferase reporter, luminescence, 16 h; DNA damage induced by 5-fluorouridine; Potency, µM (doses to about 46.1 µM), inactives show top-dose activity change, negative = inhibition, actives largely listed as inhibitors; hit rate 2.3% among 330,000; note: potency is the fitted concentration of half-maximal effect; % is set by controls: 0 for no effect and ±100 for the full control effect; nearly all actives have a fitted effect of over 55% in size
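Step one: seed 2,000 cells per well. Step two: pin-transfer compound or DMSO alongside 5-fluorouridine. Step three: incubate 16 hr, 37 °C, 5% CO2. Step four: add ONE-Glo, wait 30 min, read luminescence.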
ELG1 genotox = genotoxicity induction in ELG1-luciferase HEK293T cells; Potency, µM (series often up to 46 µM), without a hit: at the highest dose activity change, positive = activation, usual class: activators; hit rate 1.3% among 330,000; HEK293T ELG1-luciferase reporter, luminescence, 16 h; note: potency is the fitted concentration of half-maximal effect; % of control where 0% means no effect; nearly all actives have a fitted effect of over 60% in size
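After overnight (16 hr) compound treatment at 37 °C, ELG1-luciferase HEK293T cells were lysed with ONE-Glo; luminescence quantified 30 min later at room temperature.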
TRPV1 agonist = agonists of human vanilloid receptor 1 (TRPV1); Q8NER1; TRPV1-expressing cells, Fluo-8 calcium influx, agonist mode; activation, % at 8.33 µM; hit rate 0.19% among 320,000; AID 540275; in the data active = activation above about 80%; inconclusive = between about 30% and that limit; note: 0% is about no effect
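Fluo-8 calcium influx in TRPV1-expressing cells, kinetic read (ex 480/em 520 nm). Compound added and read 3 min for agonist activity, followed by capsaicin at EC20 final and 2 min further read for enhancement.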
An asterisk follows results filed as active; u = inconclusive; x = not tested or not shown; [ ] = dose if it differs, or a comment. Unless noted, calls come from the whole dose curve; as a rule, active = well fitted curve in the direction sought with a large enough effect; inconclusive = small, poorly fitted or top-dose-only effect, or another doubt; inactive = no such curve, though single readings can be large; an effect the other way counts as inactive or inconclusive.

1. COc1ccc2c(c1)C1C=CCC1C(c1cc3c(cc1Br)OCO3)N2 (configuration not stated)
2. CCOc1ccc(C(C)NC(=O)C2CCCC2)cc1 (configuration not stated)
3. COC(=O)[C@H]1C[C@H](C(=O)O)[C@@H](C)C1(C)C
4. COc1cc(C(=O)NC(=S)N2CCCCCC2)cc(OC)c1OC
5. Cn1c(CSCC(=O)Nc2ccccc2)nnc1SCc1ccccc1
6. CCOC(=O)/C(C#N)=C1/SC(CCO)C(=O)N1c1ccccc1 (configuration not stated)
7. Cc1cc(-c2cccs2)c2c(n1)sc1c(=O)[nH]c(=O)[nH]c12
8. Cc1ccc(CN2CCSc3ccc(C(=O)NCCCN4CCOCC4)cc32)cc1

assay / compound	1	2	3	4	5	6	7	8
VP16 counter	-1%	1%	x	2.8µM*	4%	-17%	-8%	-1%
FLuc modulator	2%	-1%	-1%	-2%	3%	4%	5%	1%
RORg inh	-12%	-3%	x	0.89µM*	5%	-37%	-27%	1%
Rab9 promoter act	-8%	-4%	-3%	-4%	4%	-3%	-1%	-3%
BRCA1 expr act	-74%	-8%	17%	-6%	15%	-1%	22%	-16%
Tb PFK block	-2%	0%	0%	4%	-5%	-6%	0%	1%
NPC1 promoter act	-1%	-2%	-1%	-3%	1%	-5%	-1%	18%
p53 reactivator	-5%	-11%	-1%	9%	-4%	19%	-3%	13%
ELG1 repair inh	-8%	-27%	5%	9%	15%	2%	-18%	3%
ELG1 genotox	0%	-4%	3%	0%	0%	3%	-14%	-4%
TRPV1 agonist	x	1	-1	-3	2	3	2	u

Reformatted bar-delimited: part of the list above.
entry | canonical_smiles | VP16 counter | FLuc modulator | RORg inh | Rab9 promoter act | BRCA1 expr act | Tb PFK block | NPC1 promoter act | p53 reactivator | ELG1 repair inh | ELG1 genotox | TRPV1 agonist
8 | Cc1ccc(CN2CCSc3ccc(C(=O)NCCCN4CCOCC4)cc32)cc1 | -1% | 1% | 1% | -3% | -16% | 1% | 18% | 13% | 3% | -4% | u
2 | CCOc1ccc(C(C)NC(=O)C2CCCC2)cc1 (configuration not stated) | 1% | -1% | -3% | -4% | -8% | 0% | -2% | -11% | -27% | -4% | 1
5 | Cn1c(CSCC(=O)Nc2ccccc2)nnc1SCc1ccccc1 | 4% | 3% | 5% | 4% | 15% | -5% | 1% | -4% | 15% | 0% | 2
4 | COc1cc(C(=O)NC(=S)N2CCCCCC2)cc(OC)c1OC | 2.8µM* | -2% | 0.89µM* | -4% | -6% | 4% | -3% | 9% | 9% | 0% | -3

Following part.
9. O=C(COC(=O)CCC1CCCC1)Nc1ccccc1Sc1ccccc1
10. Cc1ccc(N(C)S(=O)(=O)c2cccc(C(=O)N(C)Cc3cnn(-c4ccccc4)c3)c2)cc1
11. CC1CCCC(C)N1/N=C/c1ccccc1Br (configuration not stated)
12. COc1ccc(S(=O)(=O)N(C)C[C@H]2Oc3ccc(NC(=O)c4ccncc4)cc3C(=O)N([C@H](C)CO)C[C@@H]2C)cc1
13. CC(NCCOc1ccccc1F)C(=O)Nc1ccc(S(N)(=O)=O)cc1 (configuration not stated)
14. Cc1ccsc1-c1nc(CN2C[C@@H](C)O[C@@H](C)C2)c(C)o1
15. CC(NC(=O)C(=O)N1CCCCC1)C(c1cccs1)N1CCN(c2ccccc2F)CC1 (configuration not stated)
16. COc1ccc(NC(=O)CN(C)Cc2cccs2)cc1Cl

assay / compound	9	10	11	12	13	14	15	16
VP16 counter	-8%	x	-3%	x	-1%	-5%	2%	-2%
FLuc modulator	-2%	0%	-1%	x	-3%	4%	1%	-1%
RORg inh	9%	x	2%	x	11%	-31%	-30%	19%
Rab9 promoter act	-2%	-5%	-1%[1.84 µM]	x	-5%	-5%	-1%	-2%
BRCA1 expr act	11%	-63%	0%	18%	12%	-31%	-3%	2%
Tb PFK block	-1%	1%	-3%	-2%	-8%	2%	-3%	3%
NPC1 promoter act	-2%	-7%	-6%	x	-3%	-3%	-1%	-3%
p53 reactivator	1%	-3%	-2%	-7%	-3%	-3%	-3%	2%
ELG1 repair inh	1%	16µM*	-1%	4%	17%	4%	-6%	1%
ELG1 genotox	1%	-8%	-3%	3%	0%	-2%	-4%	6%
TRPV1 agonist	-3	28	-3	x	22	6	5	14

17. COc1ccc(N2CCN(S(=O)(=O)c3ccc4c(c3)NC(=O)C(C)C(=O)N4)CC2)cc1 (configuration not stated)
18. O=c1cn[nH]c2ccccc12
19. CC1(C)NC(=O)N(CCCCOc2ccc(Cl)cc2C=O)C1=O
20. Cc1ccccc1N1C(=O)C2ON(c3ccccc3)C(c3ccncc3)C2C1=O (configuration not stated)
21. Cc1ccc(-c2csc3ncnc(NS(=O)(=O)c4ccc(Cl)cc4)c23)cc1
22. Cn1c(SCC(=O)NC2CCS(=O)(=O)C2)nc2ccccc21 (configuration not stated)
23. Cc1cc(OCC(F)(F)C(F)(F)C(F)(F)C(F)(F)C(F)(F)C(F)F)nc(N)n1
24. Cc1ccc(S(=O)(=O)NC(=O)N(CCC#N)Cc2ccccc2)cc1

assay / compound	17	18	19	20	21	22	23	24
VP16 counter	1%	-2%	-2%	6%	0%	x	u	-8%
FLuc modulator	6%	-1%	-1%	5%	4%	x	-9%	2%
RORg inh	u	-14%	18%	-11%[10 µM]	35%	x	u	1%
Rab9 promoter act	0%	1%	-2%	-11%	0%	x	0%	-2%
BRCA1 expr act	-11%	0%	-29%	2%	-21%	-7%	-4%	-1%
Tb PFK block	-4%	0%	4%	-2%	3%	0%	1%	0%
NPC1 promoter act	1%	0%	-1%	-1%	-2%	x	-1%	-2%
p53 reactivator	x	-3%	7%	-3%	4%	6%	-7%	16%
ELG1 repair inh	-7%	0%	-17%	1%	-15%	14%	-4%	-3%
ELG1 genotox	2%	0%	0%	-5%	-2%	3%	-4%	0%
TRPV1 agonist	1	11	u	1	0	x	2	-2

25. NC1=NC(c2ccc(Cl)cc2)N(c2ccc(S(N)(=O)=O)cc2)C(N)=N1 (configuration not stated)
26. CSc1nc(N(C)CCO)c2sc3nc(-c4ccco4)c4c(c3c2n1)CCC4
27. COCCCNC(=S)NNC(=O)c1cc(Cl)c(O)c(Cl)c1
28. Nc1ccc(Nc2nc(-c3cccs3)cs2)cc1
29. O=C(CCCc1ccccc1)Nc1nncs1
30. C=CCNC(=S)N1CCN(c2ncc3c(=O)c(C(=O)O)cn(CC)c3n2)CC1
31. Cc1nc(N)sc1-c1csc(Nc2ccccc2)n1
32. COc1ccc(C2CC(=O)C(C=NCCO)=C(O)C2)cc1 (configuration not stated)

assay / compound	25	26	27	28	29	30	31	32
VP16 counter	-3%	-6%	-11%	-12%	-6%	1%	u	2%
FLuc modulator	6%	-7%	-6%	-1%	-8%	0%	11µM*	1%
RORg inh	5%	3%	-5%	6%	12%	-30%	27%	2%
Rab9 promoter act	-2%	1%	-1%	-4%	0%	8%	2.8µM*	-7%
BRCA1 expr act	-3%	-2%	12%	13%	30%	10%	0%	-23%
Tb PFK block	-9%	u	0%	-3%	-2%	-1%	-2%	2%
NPC1 promoter act	-1%	14%	-1%	-3%	1%	-5%	u	0%
p53 reactivator	-3%	3%	0%	-3%	4%	-10%	u	x
ELG1 repair inh	-1%	-25%	1%	-8%	7%	u	u	2%
ELG1 genotox	0%	0%	2%	-3%	5%	-10%	16%	-1%
TRPV1 agonist	-6	1	-2	10	-1	-4	2	7

33. O=C(CCSCCC(=O)NCCN1CCOCC1)NCCN1CCOCC1
34. Cc1cc(Br)ccc1NC(=O)CN(C)C(=O)C1CSC2(C)CCC(=O)N12 (configuration not stated)
35. Nc1[nH]c(=S)[nH]c(=O)c1-c1ccccc1
36. CCN(/C(N)=N/c1nc(C)cc(C)n1)c1ccccc1
37. Cc1ccn2c(=O)nc(SCC(=O)N3CCCCCC3)nc2c1

assay / compound	33	34	35	36	37
VP16 counter	12%	x	-1%	3%	x
FLuc modulator	3%[2.3 µM]	0%	-1%	u	0%
RORg inh	-17%	x	-23%	-34%	x
Rab9 promoter act	3%	-3%	2%	-4%	-2%
BRCA1 expr act	-56%	19%	-3%	-23%	17%
Tb PFK block	8%	7%	-8%	0%	-21%
NPC1 promoter act	-2%	-1%	-1%	-3%	-2%
p53 reactivator	-6%	-1%	-5%	x	2%
ELG1 repair inh	6%	11%	9%	9%	17%
ELG1 genotox	1%	-1%	0%	-2%	4%
TRPV1 agonist	1	-1	-4	0	1
